# From PubChem
# RAD54 branch: inhibitors of human RAD54 branch migration, primary screen, biochemical, fluorescence, single point. DNA repair and recombination protein RAD54-like (Homo sapiens), Q92698. RAD54 Holliday junction branch migration, FAM/BHQ fluorescence. inhibition, % at 10.4 µM. 360,000 tested, 0.14% active. AID 602329, 2012;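 active = mean normalized replicate activity at least 40 and at least half of replicates scoring 40 or more; inconclusive = only one of the two criteria met; inactive = mean below 40 and under half of replicates reaching 40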;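 also: 0% = median of neutral control wells and 100% = median of positive control wells; inhibitors cause a drop in the FAM fluorescence signal; in these data hits start at about 50%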
# E-sel inducer: E-selectin induction in HUVECs, primary screen, imaging, HUVEC, immunofluorescence imaging, single point | normalized: neutral wells 0, TNF-alpha wells 100 | 260,000 tested, 0.37% active | activation, % at 7.58 µM;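 active = mean E-selectin-positive cell signal at least 10% of the positive control, reached in at least 60% of replicates, without over 20% cell loss; inconclusive = no rule given, readout overlaps actives, possibly toxicity-flagged; inactive = the rest, including those meeting only one limit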;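 also: in these data hits start at about 27%; measured in HUVEC primary endothelial cells; signal is the percent of cells scored E-selectin positive by PE staining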
# Target sequence (P16581 whole entry, looked up): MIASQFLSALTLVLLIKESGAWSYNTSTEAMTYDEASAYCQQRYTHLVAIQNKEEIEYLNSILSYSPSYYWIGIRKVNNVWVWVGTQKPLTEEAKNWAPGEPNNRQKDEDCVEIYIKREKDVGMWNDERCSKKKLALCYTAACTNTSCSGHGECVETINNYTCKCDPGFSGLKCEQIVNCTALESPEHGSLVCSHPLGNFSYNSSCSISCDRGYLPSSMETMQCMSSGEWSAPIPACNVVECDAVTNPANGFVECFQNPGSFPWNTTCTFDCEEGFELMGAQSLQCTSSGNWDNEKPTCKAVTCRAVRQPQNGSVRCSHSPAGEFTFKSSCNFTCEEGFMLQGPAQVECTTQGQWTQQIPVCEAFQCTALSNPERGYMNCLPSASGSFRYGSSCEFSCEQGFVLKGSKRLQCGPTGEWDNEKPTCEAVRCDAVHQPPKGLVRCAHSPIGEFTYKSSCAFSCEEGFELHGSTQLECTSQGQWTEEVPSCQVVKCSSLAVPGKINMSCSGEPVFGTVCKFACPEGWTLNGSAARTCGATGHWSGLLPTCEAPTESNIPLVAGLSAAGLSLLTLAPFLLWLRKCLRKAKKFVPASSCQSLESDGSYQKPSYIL
#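 Test system: HUVEC; input: 3,000 HUVEC/well; measured by: immunofluorescence imaging; read-out: % PE-positive cells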
# F508del corr: F508del CFTR correction, initial screen, CFBE line, single point. CFBE cells, YFP halide quenching; stimulated with forskolin plus potentiator P3; % fluorescence drop versus neutral controls. activity (quench increase), % at 7.58 µM. 350,000 tested, 0.36% active. AID 720511, 2013;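 active = mean added fluorescence quench of at least 8% versus neutral control, with both replicates also reaching 8%; inconclusive = only one of the mean or replicate conditions met; inactive = mean below 8% and not both replicates reaching 8%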;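 also: cells transiently co-express mutant CFTR-F508del with the halide-sensitive YFP; corrector assay measuring rescue of mutant channel to the surface after 24 h compound exposure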
# RAD52 anneal inh: RAD52 DNA annealing inhibitors, primary screen, biochemical, FRET, single point, set 2 | DNA repair protein RAD52 homolog (Homo sapiens), P43351 | recombinant RAD52 DNA annealing, FRET fluorescence | inhibition, % at 18.7 µM | 360,000 tested, 0.46% active | AID 651710, 2012;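 active = every replicate showing at least 50% inhibition; inconclusive = mean inhibition at least 50% but not in every replicate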
# Target sequence (P43351 whole entry, looked up): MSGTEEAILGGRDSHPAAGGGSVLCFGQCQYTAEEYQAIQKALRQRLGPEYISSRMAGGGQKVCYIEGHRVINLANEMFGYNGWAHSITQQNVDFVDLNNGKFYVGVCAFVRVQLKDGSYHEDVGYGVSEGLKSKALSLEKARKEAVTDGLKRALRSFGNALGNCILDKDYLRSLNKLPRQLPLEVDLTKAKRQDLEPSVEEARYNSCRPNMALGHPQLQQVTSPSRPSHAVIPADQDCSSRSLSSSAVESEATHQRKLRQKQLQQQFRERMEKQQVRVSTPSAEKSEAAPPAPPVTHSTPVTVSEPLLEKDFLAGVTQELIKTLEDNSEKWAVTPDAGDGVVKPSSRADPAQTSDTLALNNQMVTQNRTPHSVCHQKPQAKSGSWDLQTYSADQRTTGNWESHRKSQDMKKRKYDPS
# GSIS activator: GLuc luminescence reporter in INS-1E cells, primary screen for activators of glucose-dependent secretion of insulin | INS-1E GLuc reporter insulin secretion, 2-3 h | activation, % at 16.6 µM | 370,000 tested, 0.61% active | AID 743287, 2014;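 active = lowest replicate activation of at least 40%, so every replicate reaches that level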;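 also: 0% = median of neutral control wells and 100% = median of IBMX positive control wells; some compounds called inactive have numbers as strong as hits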
# XiGFP reactiv: activators of inactive X chromosome reactivation, primary screen, imaging, XiGFP fibroblasts, GFP high-content imaging, set 2; XiGFP mouse fibroblasts, % GFP-positive cells imaging, 3 d; cells co-treated with 5-aza-dC sensitizer; scaled so ellipticine positive control = 100%; activation, % at 7.58 µM; 360,000 tested, 0.055% active;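 active = mean normalized replicate activation at least 10% and every replicate at or above 10%; inconclusive = only one of the two criteria met; inactive = mean below 10% and not all replicates reach 10%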;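 also: 0% = median of on-plate neutral control wells and 100% = ellipticine 6 µM median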
#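 System: XiGFP fibroblasts, SV40-immortalized. Medium: DMEM plus 5-aza-dC sensitizer. Doses: single point. Timing: 3 d treatment, 15 min room-temperature fixation. Control set: ellipticine 6 µM.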
# DENV2 CPE: inhibitors of DENV2 cytopathic effect, primary screen, cell-based, plate reader, single concentration; DENV2-infected cells, cytopathic effect rescue; 350,000 tested, 1.7% active; CPE inhibition, % at 9.99 µM; AID 651640, 2012; in the data active = CPE inhibition above about 20%, passing the limit was not always enough; inconclusive = no clear call, values can overlap the other calls; tested in BHK-21 cells;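 also: 0% = median of neutral control wells and 100% = median of positive control wells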
# Casp6 inh: human caspase-6 inhibitors, primary screen, biochemical, VEID-R110 fluorescence, single point, set 2. purified caspase-6, Z-VEID-R110 cleavage fluorescence. inhibition, % at 12.5 µM. 350,000 tested, 0.53% active. AID 686996, 2013;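 active = mean inhibition across replicates at least about 35%, with every replicate also reaching that limit, limit read from the data; inconclusive = only one of the two criteria met; inactive = neither criterion met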;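 also: 0% = median of neutral control wells and 100% = no fluorescence left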
# * marks the source's active call; other numbers are inactive results; ? = inconclusive; / = not tested or not shown. Outcome played no part in choosing rows; any-hit rate near 3.7%.
SMILES,RAD54 branch,E-sel inducer,F508del corr,RAD52 anneal inh,GSIS activator,XiGFP reactiv,DENV2 CPE,Casp6 inh
Cc1ccc(S(=O)(=O)Nc2ccc3c(c2)CC(=O)N([C@@H](C)CO)C[C@@H](C)[C@H](CN(C)C)O3)cc1,-1.6,-0.2,2.8,/,0.9,-0.1,18.1,2.1
C/C=C/c1cnc2c(c1)C(=O)N([C@@H](C)CO)C[C@@H](C)[C@H](CN(C)C(=O)Nc1ccc(OC)cc1)O2,-3.9,0.8,0.2,12.6,8.7,-1.2,-3.4,2.4
Cc1ccc2ccc(C(Nc3ccccc3)c3ccc(F)cc3)c(O)c2n1 (configuration not stated),/,-1.5,-0.1,-20.9,7.9,/,-2.4,-1.6
Cc1nn(-c2ccccc2)c(C)c1/C=N/Nc1nc2ccccc2[nH]1,11.8,/,/,-4.8,-19.0,1.4,5.5,7.1
OC(c1cccc(Cl)c1)c1ncc(-c2ccccc2Cl)[nH]1 (configuration not stated),2.4,-0.2,-0.3,0.2,/,0.1,-10.1,-0.7
CC1(C(=O)NS(=O)(=O)c2ccccc2)CCN1C(=O)CC1CC1 (configuration not stated),-0.1,-0.1,2.0,-4.1,34.4,0.3,-0.1,-2.6
O=C(Nc1nnc(-c2ccc(F)cc2)s1)c1ccco1,-3.2,-0.1,-1.2,-2.9,7.2,0.0,-2.0,8.7
CCN(C(=O)C=Cc1ccco1)c1ccccc1,-3.9,/,-0.3,-17.5,/,0.2,4.6,3.1
CCOC(=O)c1cc2c(c(-c3ccccc3)n1)[C@@H](CCO)N(S(=O)(=O)C(C)(C)C)C2,-3.6,5.1,2.7,-10.8,-0.3,0.0,1.9,1.4
CCn1ccnc1CN(C)Cc1cn(-c2cc(C)ccc2C)nc1-c1ccccc1,0.1,/,2.9,32.8,-21.2,0.3,1.5,-3.4
Cc1c(NC(=O)c2nn(C(C)C)c(=O)c3ccccc23)c(=O)n(-c2ccccc2)n1C,-5.2,0.2,-2.7,-2.1,/,0.0,4.0,-1.3
CCC1(c2ccc(F)cc2)NC(=O)N(CC(=O)N2CCN(S(=O)(=O)c3ccc(Cl)cc3)CC2)C1=O (configuration not stated),4.2,5.0,1.7,-0.4,-50.4,0.1,1.5,0.0

# Three entries already listed, arranged by molecular weight, high to low:
SMILES,RAD54 branch,E-sel inducer,F508del corr,RAD52 anneal inh,GSIS activator,XiGFP reactiv,DENV2 CPE,Casp6 inh
Cc1c(NC(=O)c2nn(C(C)C)c(=O)c3ccccc23)c(=O)n(-c2ccccc2)n1C,-5.2,0.2,-2.7,-2.1,/,0.0,4.0,-1.3
CCn1ccnc1CN(C)Cc1cn(-c2cc(C)ccc2C)nc1-c1ccccc1,0.1,/,2.9,32.8,-21.2,0.3,1.5,-3.4
Cc1nn(-c2ccccc2)c(C)c1/C=N/Nc1nc2ccccc2[nH]1,11.8,/,/,-4.8,-19.0,1.4,5.5,7.1

# Following part.
SMILES,RAD54 branch,E-sel inducer,F508del corr,RAD52 anneal inh,GSIS activator,XiGFP reactiv,DENV2 CPE,Casp6 inh
Cc1ccc(C(=O)NCC2CCCO2)cc1S(=O)(=O)N1CCCCC1 (configuration not stated),-1.9,-0.2,2.4,0.7,4.8,0.3,7.2,-0.6
CO[C@@H]1CN(C)C(=O)c2cc(NC(=O)C3CCC3)ccc2OC[C@@H](C)N(Cc2ccc(F)cc2)C[C@H]1C,9.3,0.1,4.2,6.3,1.8,0.1,0.6,1.5
O=C(Nc1ccccc1)ON=C1CCCC1,6.9,/,-0.5,-10.8,3.2,0.1,-8.9,2.3
COc1cccc(-c2nc3nc(C)cc(C)n3c2Nc2c(C)cccc2C)c1,/,-0.1,-3.2,-113.0,10.3,0.2,0.4,1.5
CCCNC(=O)N(C)C[C@H]1Oc2cc(C3=CCCCC3)ccc2S(=O)(=O)N([C@H](C)CO)C[C@H]1C,-1.8,1.0,0.3,14.9,-12.1,1.0,-7.3,-1.1
CC1(C(=O)NS(=O)(=O)c2ccccc2)CCN1C(=O)c1cccc2ccccc12 (configuration not stated),1.2,-0.1,-1.8,-3.4,-9.6,0.0,1.0,1.1
O=S1(=O)CC(N2CCN(CC3CC3)CC2)CN1Cc1cn(Cc2ccccc2C(F)(F)F)nn1 (configuration not stated),3.6,-0.1,-1.2,-12.1,6.0,1.0,?,-17.9
O=C(OCC(=O)N1CCCCCC1)c1cccc(Cl)c1Cl,-4.2,0.3,-0.8,-18.6,/,0.2,-8.5,-2.1
Cn1cc(S(=O)(=O)N2CCCC2)cc1C(=O)N1CCN(c2cccc(Cl)c2)CC1,-21.7,/,-1.7,2.4,/,0.2,3.1,3.0
Brc1cccc(-c2nnc3sc(CN4CCCCC4)cn23)c1,-11.2,/,-0.7,-0.7,13.7,/,-2.9,-3.9
COCCCNC(=O)c1csc([C@@H]2O[C@H](CO)[C@H](O)[C@H](O)[C@H]2O)n1,4.2,-0.2,-0.2,0.5,-2.3,-0.1,1.0,-1.2
CS(=O)(=O)c1ccc(CNC(=O)C2(C(F)(F)F)CC(CCCO)CCCO2)cc1 (configuration not stated),/,0.3,-1.8,-10.6,4.6,-0.3,-3.1,-4.3
CC(C)NC(=O)Nc1ccc2c(c1)C(=O)N([C@H](C)CO)C[C@@H](C)[C@@H](CN(C)S(=O)(=O)c1ccc(Cl)cc1)O2,-9.4,0.5,1.8,0.9,-12.5,0.5,4.8,0.1
CC(=O)N1CSCC1C(=O)NNS(=O)(=O)c1ccccc1 (configuration not stated),5.6,/,0.1,-11.2,-6.1,0.1,?,1.5
Cc1cccc(C)c1NC(=O)C1C(c2ccc3c(c2)OCO3)=Nc2ccccc2N1C(=O)c1ccccn1 (configuration not stated),/,119.4*,-0.1,-14.9,9.3,0.0,-3.0,-2.0
O=C(NC(=S)Nc1nc2ccccc2s1)c1ccco1,/,-0.2,1.8,-24.0,-6.5,0.2,4.9,/
Cc1ccc(-c2ccc(S(=O)(=O)NCC3CCCO3)cc2)cc1 (configuration not stated),/,4.2,2.4,-0.2,-11.6,-0.1,/,1.1
CO[C@@H]1CN(C)C(=O)c2cc(NC(C)=O)ccc2OC[C@@H](C)N(Cc2ccc(F)cc2)C[C@H]1C,-8.4,-0.2,1.6,7.1,-3.3,0.0,6.8,-1.3
C[C@H]1CN([C@@H](C)CO)C(=O)c2cc(NC(=O)Nc3ccc4c(c3)OCO4)ccc2O[C@H]1CN(C)S(=O)(=O)c1ccccc1,-3.8,17.6,3.2,-8.1,-6.0,1.1,-10.3,-3.3
COc1ccc(-c2cn(/N=C/c3ccc(Cl)cc3Cl)c(N)n2)cc1,5.4,/,/,-13.7,-9.3,/,/,-3.5
COc1ccc2c3c([nH]c2c1)[C@@H](CO)N(C(=O)C1CCCCC1)CC31CCN(C(=O)c2ccncc2)CC1,/,-0.1,0.1,-8.5,6.1,0.2,5.4,3.0
CC(C)(C)c1ccc(S(=O)(=O)NC(=O)C2(C)CCN2C(=O)Cc2ccccc2Cl)cc1 (configuration not stated),2.0,0.0,0.4,-6.8,6.7,-0.1,1.7,1.9
COCCNC(=O)CCC(=O)NNc1nc2ccccc2c2nc(-c3ccccc3)nn12,/,/,/,-21.9,13.5,0.1,10.0,-0.4
CN(C)CC#Cc1ccc([C@H]2[C@@H](CO)N3CCCCN(C(=O)c4ccc5c(c4)OCO5)C[C@H]23)cc1,-7.8,-0.3,0.6,32.7,9.9,0.2,22.3*,-1.4
COCCCN(C(=S)Nc1ccc(OC)cc1)C(C)c1ccncc1 (configuration not stated),/,0.5,1.4,0.4,-2.4,0.0,-4.9,0.7
COc1ccccc1NC(=O)N1CCCCN2[C@@H](CO)[C@H](c3ccc(-c4cccc(F)c4)cc3)[C@@H]2C1,-5.7,0.5,-2.2,5.4,-27.8,0.1,-30.9,-0.8
COc1ccc(NC(=O)Nc2ccc3c(c2)C(=O)N([C@H](C)CO)C[C@H](C)[C@@H](CN(C)S(=O)(=O)c2c(C)noc2C)OCCCC[C@@H](C)O3)cc1,1.2,0.0,-3.5,/,-5.6,-0.1,-5.1,/
CCOC(=O)N1CCC(NC(=O)c2cc(C(=O)NC3CCN(Cc4ccccc4)CC3)ccc2CO)CC1,/,/,/,-10.5,3.3,0.4,-1.9,-2.1
CCN1CCCC1CNC(=O)Cn1cc(C)c(=O)[nH]c1=O (configuration not stated),5.3,0.3,-1.8,-9.0,2.0,0.0,9.5,-57.8
COc1ccc([N+](=O)[O-])cc1NC(=O)CCN1CCN(CCO)CC1,1.0,0.0,/,7.4,/,0.1,-4.9,-0.4
O=C(Nc1ccccc1F)N1CCCCN2[C@H](C1)[C@H](c1ccc(C3=CCCCC3)cc1)[C@@H]2CO,-10.1,/,-1.7,7.2,/,/,-1.1,-1.7
C[C@H](CO)N1C[C@H](C)[C@@H](CN(C)Cc2ccc(F)cc2)Oc2ncc(-c3cccc(C#N)c3)cc2C1=O,4.0,/,2.3,16.8,/,/,2.3,-0.9
CC(=O)Nc1ccc(NC(=O)COC(=O)c2ccc([N+](=O)[O-])o2)cc1,-0.9,-0.2,3.2,-8.5,1.7,0.3,-8.8,53.8*
COc1ccc(Cn2c(CO)cnc2SCC(=O)Nc2cccc(NC(C)=O)c2)cc1,0.4,/,0.4,-19.6,1.4,0.0,-7.0,0.9
COCC1OC(OC(C)C(O)c2cnc3nc(N)[nH]c(=O)c3n2)C(O)C(OC)C1O (configuration not stated),-5.7,/,-1.4,-14.5,0.9,/,-5.5,11.7
Cc1cc(C(=O)N2CCN(Cc3ccccc3)CC2)ccc1[N+](=O)[O-],-5.1,0.0,-1.7,1.3,14.4,0.0,1.6,-2.8
O=C(NC1CCCCC1)C(c1ccccn1)N(C(=O)c1csnn1)C1CC1 (configuration not stated),/,-0.5,-4.3,-11.0,3.3,-0.1,-3.7,-0.1
Cc1ccc(O)c(Nc2nc(-c3ccccc3)nc3ccccc23)c1,5.8,/,/,-15.7,/,-0.1,-1.3,-4.7
C[C@H](CO)N1C[C@H](C)[C@H](CN(C)CC2CC2)Oc2cc(C#Cc3ccccn3)ccc2S1(=O)=O,7.8,0.6,0.4,-23.3,-8.2,0.6,10.2,-0.1
Cc1ccc(NS(=O)(=O)c2ccc(Cl)nc2)c(C)c1,20.0,-1.4,3.6,0.4,21.3,0.3,-1.8,4.5
CS(=O)(=O)Nc1ccc2c(c1)[C@H]1C[C@@H](CC(=O)NCc3cccnc3)O[C@H](CO)[C@H]1O2,1.3,-0.4,-0.8,2.9,-1.8,0.0,0.3,0.9
COc1ccccc1-c1cn(CC[C@H]2CC[C@H](NC(=O)CCN3CCCCC3)[C@H](CO)O2)nn1,6.1,0.2,0.2,7.0,0.3,-0.4,-1.5,-14.2
O=C1CC(/C=C/c2ccc([N+](=O)[O-])cc2)=Nc2ccccc2N1,-3.1,-0.5,3.0,-10.9,-6.4,-0.1,-2.5,1.6
